JMJD2A Tudor inh: JMJD2A Tudor domain (human) inhibition; O75164; AlphaScreen JMJD2A-Tudor / H3K4me3 peptide binding; Potency, µM (series often up to 114 µM), inactives show top-dose activity change, negative = inhibition, usual class: inhibitors; 390,000 tested, 4.4% active; also: % is scaled to controls: 0 for no effect and ±100 for the full control effect; nearly all actives have a fitted effect of over 50% in size
APE1 inh: APE1 (human) endonuclease inhibition. P27695. recombinant APE1, TAMRA/BHQ-2 abasic DNA cleavage fluorescence. Potency, µM (highest dose often 65.8 µM), for the others: at the highest dose activity change, negative = inhibition, hits mostly inhibitors. 350,000 tested, 0.35% active;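 also: plate controls were vehicle for no effect and reference inhibitor for full effect; nearly all actives have a fitted effect of over 55% in size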
Target sequence (P27695 whole entry, looked up): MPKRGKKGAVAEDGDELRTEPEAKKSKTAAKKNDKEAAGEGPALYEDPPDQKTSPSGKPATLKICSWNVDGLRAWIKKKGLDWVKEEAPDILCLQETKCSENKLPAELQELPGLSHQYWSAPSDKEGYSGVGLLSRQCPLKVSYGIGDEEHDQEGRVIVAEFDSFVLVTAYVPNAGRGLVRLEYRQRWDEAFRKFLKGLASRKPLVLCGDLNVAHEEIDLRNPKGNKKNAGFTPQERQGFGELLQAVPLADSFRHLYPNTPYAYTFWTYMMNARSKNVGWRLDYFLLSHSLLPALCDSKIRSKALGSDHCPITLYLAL
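APE1 at 0.75 nM preincubated 15 min at room temperature with compound. Reaction then started with 50 nM double-stranded THF-abasic substrate labelled with TAMRA/BHQ-2, and 525/598 nm fluorescence read kinetically. Activity taken as third-minus-first read difference, normalized to DMSO and NSC13755 controls.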
G9a inh: inhibitors of human histone lysine methyltransferase G9a; G9a H3K9 monomethylation, AlphaScreen, 2 h; Q96KQ7; Potency, µM (series often up to 102 µM), without a hit: at the highest dose activity, negative = inhibition, usual class: inhibitors; AID 504332; 350,000 tested, 8.8% active; also: % is scaled to controls: 0 for no effect and ±100 for the full control effect; nearly all actives have a fitted effect of over 75% in size
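Signal arises when biotinylated H3K9 peptide, once monomethylated, bridges streptavidin donor and antibody-captured acceptor beads. Enzyme at 20 nM was preincubated 15 min with test compounds; peptide 500 nM and SAM 20 uM then reacted for 2 h.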
Pol kappa inh: DNA polymerase kappa (human) inhibition; Q9UBT6; 400,000 tested, 0.53% active; Potency, µM (series often up to 107 µM), for inactives: top-dose activity, negative = inhibition, hits mostly inhibitors; purified Pol kappa, fluorescent DNA synthesis assay, 10 min; also: % is scaled to controls: 0 for no effect and ±100 for the full control effect
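Inhibition of 10 nM Pol kappa is measured by a fluorescent read-out at 0 and 10 min following addition of 50 nM substrate (final), with a 15-min room-temperature compound preincubation.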
BAZ2B block: inhibitors of human BAZ2B bromodomain | Q9UIF8 | Potency, µM (doses to about 114 µM), inactives show top-dose activity change, negative = inhibition, usual class: inhibitors | 360,000 tested, 4.4% active | AlphaScreen BAZ2B-H3K14Ac peptide displacement; also: % is scaled to controls: 0 for no effect and ±100 for the full control effect; nearly all actives have a fitted effect of over 60% in size
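AlphaScreen displacement: compounds (up to 110uM) incubated 30 min at room temperature with a preformed 50 nM BAZ2B/50 nM biotinylated H3K14Ac peptide complex in PBS pH 7.4 with Tween-20. Donor and acceptor beads at 10 ug/mL final added, 20 min light-protected before reading.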
Pol beta inh: blocks human DNA polymerase beta activity; 340,000 tested, 1.3% active; Pol beta primer extension/strand displacement, fluorescence kinetic; Potency, µM (highest dose often 114 µM), inactives show at the highest dose activity change, negative = inhibition, actives largely listed as inhibitors; AID 485314; P06746; also: % is scaled to controls: 0 for no effect and ±100 for the full control effect
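Pol beta (10 nM) was preincubated with compound for 15 min at room temperature. The reaction was then started with 50 nM substrate and read immediately and after a further 10 min at room temperature.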
POLI inh: inhibitors of human DNA polymerase iota; Pol iota fluorescent replication assay, 10 min; Potency, µM (series often up to 115 µM), for inactives: at the highest dose activity, negative = inhibition, usual class: inhibitors; 390,000 tested, 1% active; AID 588590
Target sequence (Q9UNA4 whole entry, looked up): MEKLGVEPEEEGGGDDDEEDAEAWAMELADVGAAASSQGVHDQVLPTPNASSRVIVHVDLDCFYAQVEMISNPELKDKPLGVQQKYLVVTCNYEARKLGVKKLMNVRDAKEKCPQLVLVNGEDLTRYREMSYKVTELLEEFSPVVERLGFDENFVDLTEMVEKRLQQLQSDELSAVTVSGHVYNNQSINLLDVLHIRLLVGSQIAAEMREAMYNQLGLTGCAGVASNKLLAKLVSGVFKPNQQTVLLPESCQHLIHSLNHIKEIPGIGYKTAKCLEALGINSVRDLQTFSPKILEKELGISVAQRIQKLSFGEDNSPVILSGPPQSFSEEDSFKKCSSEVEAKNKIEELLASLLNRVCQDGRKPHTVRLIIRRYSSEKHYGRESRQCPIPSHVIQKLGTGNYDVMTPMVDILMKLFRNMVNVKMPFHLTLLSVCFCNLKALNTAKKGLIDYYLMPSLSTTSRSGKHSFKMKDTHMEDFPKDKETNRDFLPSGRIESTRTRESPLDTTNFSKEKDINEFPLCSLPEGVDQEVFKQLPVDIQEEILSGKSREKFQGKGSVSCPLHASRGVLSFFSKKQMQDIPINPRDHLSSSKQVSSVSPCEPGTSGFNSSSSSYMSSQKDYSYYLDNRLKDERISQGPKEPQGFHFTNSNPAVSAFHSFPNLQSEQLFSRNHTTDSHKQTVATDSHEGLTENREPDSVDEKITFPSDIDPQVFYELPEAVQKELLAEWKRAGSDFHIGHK
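Pol iota at 10 nM preincubated 15 min with compounds at room temperature; reaction started with fluorescent substrate, 50 nM final. Fluorescence read kinetically at 0 and 10 min; buffer-only wells as negative control.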
Pol eta inh: DNA polymerase eta (human) inhibition; 390,000 tested, 1.2% active; AID 588591; recombinant Pol eta, fluorescent DNA replication assay; Q9Y253; Potency, µM (highest dose often 114 µM), for the others: top-dose activity change, negative = inhibition, actives largely listed as inhibitors; also: % is scaled to controls: 0 for no effect and ±100 for the full control effect
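Pol eta at 10 nM preincubated with compounds 15 min at room temperature; reaction started with fluorescent substrate (50 nM final) and read kinetically at 0 and 10 min.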
BLM inh: inhibitors of human Bloom syndrome helicase BLM; Potency, µM (series often up to 56.1 µM), for the others: at the highest dose activity change, negative = inhibition, actives largely listed as inhibitors; P54132; 350,000 tested, 0.2% active; recombinant BLM DNA unwinding, fluorescence dequenching;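 also: plate controls were vehicle for no effect and no enzyme for full effect; nearly all actives have a fitted effect of over 35% in size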
Numbers without * were called inactive; & = joins results of further samples; [ ] = dose if it differs, or a comment. Calls follow the shape of the dose curve; as a rule, active = well fitted curve in the direction sought with a large enough effect; inconclusive = small, poorly fitted or top-dose-only effect, or another doubt; inactive = no such curve, though single readings can be large; an effect the other way counts as inactive or inconclusive. Potency is read from the fitted curve at half-maximal effect. Not all compounds are listed; the hit share may differ from the screen's.

Cc1ccc(Nc2nc3ccccc3c(=O)s2)cc1 was read as JMJD2A Tudor inh -17%, APE1 inh -5%, G9a inh 4%, Pol kappa inh -3%, BAZ2B block 1%, Pol beta inh -6%, POLI inh -7%, Pol eta inh -8% and BLM inh -3%.
For CC(Oc1ccccc1)C(=O)N1CCN=C1SCc1ccc(F)cc1 (stereo not given) the results were JMJD2A Tudor inh 33%, APE1 inh -1%, G9a inh 87%[activator], Pol kappa inh 1%, BAZ2B block 18%, Pol beta inh -5%, POLI inh 57%[activator], Pol eta inh -27% and BLM inh -8%.
Screening CC(C)(C)OC(=O)N1CCC(c2c(C(=O)N3CCN(c4ccccn4)CC3)cnn2-c2ccccc2Cl)CC1 returned JMJD2A Tudor inh -17%, G9a inh -28%[59 µM], Pol kappa inh -5%, BAZ2B block 4%[57.1 µM], Pol beta inh -1%, POLI inh 7%, Pol eta inh -11% and BLM inh -3%.
`O=C1NC2(CCCC2)C(=O)N1Cc1cc(=O)n2ccsc2n1` gave JMJD2A Tudor inh -15%, APE1 inh -2%, G9a inh -10%, Pol kappa inh -17%, BAZ2B block -2%, Pol beta inh 3%, POLI inh inconclusive, Pol eta inh -7% and BLM inh -14%.
`N#Cc1ccc(-c2csc(NC(=O)c3cc(-c4cccs4)nc4ccccc34)n2)cc1` gave JMJD2A Tudor inh -28%, APE1 inh -3%, G9a inh 12%, Pol kappa inh -17%, BAZ2B block 6%, Pol beta inh 1%, POLI inh -1%, Pol eta inh -10% and BLM inh -8%.
Cc1ccc(NC(=O)c2sc3nc4c(cc3c2N)CN(Cc2ccccc2)CC4)cc1 was read as JMJD2A Tudor inh -23%, G9a inh -38%[59 µM], Pol kappa inh -12%, BAZ2B block -2%, Pol beta inh 25%, POLI inh 46%[activator], Pol eta inh -3% and BLM inh -2%.
Screening Oc1ccc(Nc2nc(Cl)nc(NCc3ccco3)n2)cc1 returned JMJD2A Tudor inh -33%, APE1 inh 0%, G9a inh 18%[59 µM], Pol kappa inh -22%, BAZ2B block inconclusive, Pol beta inh 15%, POLI inh 18%, Pol eta inh -12% and BLM inh -5%.
For Cc1ccc(C(=O)C2(C)C3c4cc(Br)ccc4OC(=O)C32C(=O)c2ccco2)cc1 (stereo not given) the results were JMJD2A Tudor inh -10%, APE1 inh -7%, G9a inh -9%, Pol kappa inh -6%, BAZ2B block -11%[57.1 µM], Pol beta inh 6%, POLI inh -6%, Pol eta inh -10% and BLM inh -5%.
`CCOC(=O)c1cc(-c2ccccc2)nc2ccc(C)cc12` gave JMJD2A Tudor inh 201%[activator], APE1 inh -5%, G9a inh 71%[activator][12.7 µM], Pol kappa inh -14%[19.4 µM], BAZ2B block 193%[activator], Pol beta inh 7%, POLI inh 17%, Pol eta inh -23% and BLM inh -1%&-20%.
Screening COc1ccc(C(=O)NCc2nnc(SCC(=O)Nc3cccc(OC)c3)o2)cc1 returned JMJD2A Tudor inh -3%, APE1 inh -3%, G9a inh -6%, Pol kappa inh 1%, BAZ2B block -6%, Pol beta inh 12%, POLI inh 2%, Pol eta inh 10% and BLM inh -2%.
Cc1cc(N2CCCCC2)nc(SCc2ccc(C#N)cc2)n1 was read as JMJD2A Tudor inh 24%, APE1 inh -3%, G9a inh 7%[59 µM], Pol kappa inh -14%, BAZ2B block 14%, Pol beta inh inconclusive, POLI inh 25%, Pol eta inh -1% and BLM inh -10%.
Screening O=C(NCCCn1ccnc1)c1ccc(-c2ccccc2)cc1 returned JMJD2A Tudor inh -17%, APE1 inh -11%, G9a inh 15%, Pol kappa inh -12%, BAZ2B block inconclusive, Pol beta inh 4%, POLI inh -18%, Pol eta inh 3% and BLM inh -1%.
Cc1ccc(C(=O)n2nc(C)c(S(=O)(=O)N3CCCCCC3)c2C)cc1 was read as JMJD2A Tudor inh 56%[activator], G9a inh 16%[59 µM], Pol kappa inh 0%[60.1 µM], BAZ2B block 54%[activator], Pol beta inh -25%, POLI inh -1%, Pol eta inh 1% and BLM inh -4%.
For CCOC(=O)Nc1sc2c(c1C#N)CCCC2 the results were JMJD2A Tudor inh -3%, APE1 inh 3%, G9a inh 17%[59 µM], Pol kappa inh -10%, BAZ2B block 9%, Pol beta inh 2%, POLI inh 7%, Pol eta inh inconclusive and BLM inh -4%.
For O=C(O)/C=C/c1ccccc1Oc1ccccc1 the results were JMJD2A Tudor inh -11%[57.1 µM], APE1 inh -2%, G9a inh 10%[59 µM], Pol kappa inh -16%, BAZ2B block 6%, Pol beta inh 8%, POLI inh -1%, Pol eta inh 5% and BLM inh 0%.

Of the compounds above, these contain an aryl thioether with sulfur outside any ring:
Screening COc1ccc(C(=O)NCc2nnc(SCC(=O)Nc3cccc(OC)c3)o2)cc1 returned JMJD2A Tudor inh -3%, APE1 inh -3%, G9a inh -6%, Pol kappa inh 1%, BAZ2B block -6%, Pol beta inh 12%, POLI inh 2%, Pol eta inh 10% and BLM inh -2%.
Cc1cc(N2CCCCC2)nc(SCc2ccc(C#N)cc2)n1 was read as JMJD2A Tudor inh 24%, APE1 inh -3%, G9a inh 7%[59 µM], Pol kappa inh -14%, BAZ2B block 14%, Pol beta inh inconclusive, POLI inh 25%, Pol eta inh -1% and BLM inh -10%.

Other structures follow.
For CCS(=O)(=O)c1ccc(O)c(NC(=O)COc2ccc(C)cc2)c1 the results were JMJD2A Tudor inh -3%, APE1 inh 0%, G9a inh 10%, Pol kappa inh 1%, BAZ2B block -21%, Pol beta inh -16%, POLI inh -2%, Pol eta inh -18% and BLM inh -3%.
Screening O=C(NCc1ccccc1)c1nc2c(nnn2Cc2cccc(Cl)c2)c(=O)[nH]1 returned JMJD2A Tudor inh -12%, APE1 inh 0%, G9a inh 2%[59 µM], Pol kappa inh -3%, BAZ2B block 8%, Pol beta inh inconclusive, POLI inh -3%, Pol eta inh 9% and BLM inh 0%.
Screening O=C(Cn1nc(-c2ccccc2)nc(Cc2ccccc2)c1=O)Nc1ccccc1 returned JMJD2A Tudor inh -15%, G9a inh 7%[59 µM], Pol kappa inh -9%[60.1 µM], BAZ2B block -5%, Pol beta inh 33%, POLI inh 8%, Pol eta inh -13% and BLM inh 0%.
OC1(c2ccc(F)cc2)CN(c2ccccc2)C2=[N+]1CCS2 (stereo not given) was read as JMJD2A Tudor inh inconclusive, APE1 inh 15%, G9a inh inconclusive, Pol kappa inh -9%, BAZ2B block inconclusive, Pol beta inh 7%, POLI inh -7%, Pol eta inh -10% and BLM inh -1%.
Screening O=[n+]1c2c(n([O-])c3cc(Br)ccc31)CCCC2 returned JMJD2A Tudor inh 2%, APE1 inh -3%, G9a inh -13%, Pol kappa inh -1%, BAZ2B block -4%, Pol beta inh 83%, POLI inh 24%, Pol eta inh 2% and BLM inh -2%.
For COc1ccc2c(CSc3nnc(-c4cccnc4)n3-c3ccccc3F)cc(=O)oc2c1 the results were JMJD2A Tudor inh -13%, APE1 inh 2%, G9a inh inconclusive, Pol kappa inh -14%, BAZ2B block -11%, Pol beta inh 21%, POLI inh 12%, Pol eta inh -4% and BLM inh 5%.
Screening Cc1ccccc1S(=O)(=O)Cc1ccc(C(=O)NCc2ccco2)o1 returned JMJD2A Tudor inh 16µM*, APE1 inh 41%, G9a inh 7%, Pol kappa inh -3%, BAZ2B block -11%, Pol beta inh 2%, POLI inh 54%[activator], Pol eta inh -17% and BLM inh -1%.
`O=C(CN1CCN(c2ccc(O)cc2)CC1)Nc1ccc(-c2ccccc2)cc1` gave JMJD2A Tudor inh 50µM*, APE1 inh -6%, G9a inh 11µM*, Pol kappa inh -16%, BAZ2B block inconclusive, Pol beta inh -26%, POLI inh inconclusive, Pol eta inh -1% and BLM inh -4%.
`Cc1cc(NC(=O)CSc2nnc(-c3ccc(S(=O)(=O)N4CCCC4)cc3)n2C)no1` gave JMJD2A Tudor inh 4%, APE1 inh 2%, G9a inh 20%, Pol kappa inh 3%, BAZ2B block 8%, Pol beta inh -1%, POLI inh 18%, Pol eta inh 1% and BLM inh 1%.
Screening COc1cccc(-c2nc3sc4c(c3c(=O)[nH]2)CCCCC4)c1 returned JMJD2A Tudor inh 1%, APE1 inh 1%, G9a inh -1%, Pol kappa inh -17%, BAZ2B block -14%, Pol beta inh 7%, POLI inh -15%, Pol eta inh -12% and BLM inh -3%.
For O=C(Cn1nc2c(cc1=O)CCCC2)Nc1ccccc1C(F)(F)F the results were JMJD2A Tudor inh -10%, G9a inh 8%[59 µM], Pol kappa inh -3%[60.1 µM], BAZ2B block 5%, Pol beta inh 15%, POLI inh 8%, Pol eta inh -14% and BLM inh 0%.
For CCN1CCN(C(c2ccc(OC)cc2)C(O)C(=O)c2c[nH]c3ccccc23)CC1 (stereo not given) the results were JMJD2A Tudor inh 2%, APE1 inh 1%, G9a inh 7%, Pol kappa inh 10%, BAZ2B block 9%, Pol beta inh 10%, POLI inh 1%, Pol eta inh -9% and BLM inh 0%.
C=CCn1nnnc1SCC(=O)Nc1ccc(OC)cc1 was read as JMJD2A Tudor inh 3%, APE1 inh 0%, Pol kappa inh -4%, BAZ2B block 0%, Pol beta inh 5%, POLI inh 16%, Pol eta inh -1% and BLM inh 2%.
For COC(=O)[C@@]1(Cc2ccc(OC)cc2)[C@@H]2[C@@H](CC(=O)[C@H]2CC(=O)C(=O)N(C)C)CN1C(=O)c1ccccc1 the results were JMJD2A Tudor inh -6%, APE1 inh 14%&-1%, G9a inh -15%, Pol kappa inh 1%, BAZ2B block -5%, Pol beta inh 25%, POLI inh -5%, Pol eta inh -13% and BLM inh 0%&-1%.
For c1ccc2c(N3CCOCC3)nc(-c3ccoc3)nc2c1 the results were APE1 inh -5%, G9a inh 14%[0.501 µM], Pol kappa inh -2%[60.1 µM] and BLM inh -8%.
CCn1c(Sc2nc(C)nc3scc(-c4cccs4)c23)n[nH]c1=O was read as JMJD2A Tudor inh -17%[57.1 µM], APE1 inh -2%, G9a inh 45µM*, Pol kappa inh -4%, BAZ2B block -9%, Pol beta inh 19%, POLI inh 22%, Pol eta inh -12% and BLM inh -8%.
For CC1=Nc2cc(C(=O)N3CCCC3)ccc2Sc2ccc(C)cc21 the results were JMJD2A Tudor inh -2%, APE1 inh -4%, G9a inh 11%[59 µM], Pol kappa inh -3%, BAZ2B block inconclusive, Pol beta inh 25%, POLI inh 11%, Pol eta inh -19% and BLM inh -1%.
